# Compound activity from PubChem.
# BLM helicase inh = inhibitors of human Bloom syndrome helicase BLM; P54132; recombinant BLM DNA unwinding, fluorescence dequenching; Potency, µM (titrated, usually from 56.1 µM), without a hit: top-dose activity change, negative = inhibition, usual class: inhibitors; 350,000 tested, 0.2% active;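 further: plate controls were vehicle for no effect and no enzyme for full effect; nearly all actives have a fitted effect of over 35% in size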
# Pin1 inh = inhibitors of human Pin1; Q13526; Pin1 FP peptide displacement, HiFluor488, 10 min; Potency, µM (titrated, usually from 115 µM), for inactives: top-dose activity, negative = inhibition, actives largely listed as inhibitors; 390,000 tested, 0.009% active; AID 504891; active means well fitted inhibition curve with a large enough effect in the polarisation, with a control signal flat, not every such curve was filed as active; inconclusive means small, poorly fitted or top-dose-only effect, or effect the other way, or a change in a side signal; inactive means no such curve, though single readings can be large or run the other way; the % refers to the polarisation; further: on the % scale 0 is the no-effect control and ±100 the full control effect
# G9a block = inhibitors of human histone lysine methyltransferase G9a | Q96KQ7 | G9a H3K9 monomethylation, AlphaScreen, 2 h | Potency, µM (series often up to 102 µM), for inactives: top-dose activity, negative = inhibition, actives largely listed as inhibitors | 350,000 tested, 8.8% active; further: on the % scale 0 is the no-effect control and ±100 the full control effect; nearly all actives have a fitted effect of over 75% in size
#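 Chemiluminescent proximity detection of H3K9 monomethylation, read after 10 min bead incubation in the dark. Reaction: 20 nM G9a, 500 nM biotin-H3K9 peptide, 20 uM SAM cofactor, 2 h, room temperature, following 15 min enzyme-compound preincubation.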
# PGK inhibitor = T. brucei PGK inhibition | Potency, µM (doses to about 57.5 µM), without a hit: top-dose activity change, negative = inhibition, most hits filed as inhibitors | PGK/GAPDH coupled, Kinase-Glo luminescence, 60 min | 380,000 tested, 0.043% active | P07378; further: on the % scale 0 is the no-effect control and ±100 the full control effect; nearly all actives have a fitted effect of over 60% in size
#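 Recombinant glycosomal PGK reaction used 1,3-bisphosphoglycerate generated in-well by GAPDH (100nM final) in 100mM TEA pH 7.6, 5mM MgCl2, 0.01% Tween-20. After 60 minutes at room temperature, ATP was read by Kinase-Glo Plus luminescence end-point.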
# HP1b binding inh = HP1-beta chromodomain-methylated histone interaction inhibition | P83916 | AlphaScreen HP1-beta / biotin-H3K9me3 peptide binding | Potency, µM (doses to about 114 µM), inactives show top-dose activity change, negative = inhibition, most hits filed as inhibitors | 390,000 tested, 0.56% active | AID 540317; further: nearly all actives have a fitted effect of over 70% in size; inactives centre near 23
# Target sequence (P83916 whole entry, looked up): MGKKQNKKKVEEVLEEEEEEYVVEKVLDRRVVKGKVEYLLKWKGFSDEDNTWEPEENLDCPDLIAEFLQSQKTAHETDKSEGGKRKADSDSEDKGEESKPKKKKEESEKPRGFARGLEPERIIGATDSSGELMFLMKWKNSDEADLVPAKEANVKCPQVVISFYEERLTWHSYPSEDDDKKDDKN
#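 Compound inhibition of the preformed complex between 50 nM HP1-beta and 50 nM biotinylated H3K9me3 peptide was read by AlphaScreen. Buffer was PBS pH 7.4 with 0.01% Tween-20. Incubations ran 30 min at room temperature, with 10 ug/mL donor/acceptor beads.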
# BAZ2B block = inhibitors of human BAZ2B bromodomain. AlphaScreen BAZ2B-H3K14Ac peptide displacement. Potency, µM (highest dose often 114 µM), without a hit: at the top dose activity change, negative = inhibition, most hits filed as inhibitors. 360,000 tested, 4.4% active; further: on the % scale 0 is the no-effect control and ±100 the full control effect; nearly all actives have a fitted effect of over 60% in size
#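 AlphaScreen displacement: compounds (up to 110uM) incubated 30 min at room temperature with a preformed 50 nM BAZ2B/50 nM biotinylated H3K14Ac peptide complex in PBS pH 7.4 with Tween-20. Donor and acceptor beads at 10 ug/mL final added, 20 min light-protected before reading.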
# JMJD2A Tudor inh = inhibitors of human JMJD2A Tudor domain; 390,000 tested, 4.4% active; AID 504339; Potency, µM (titrated, usually from 114 µM), for inactives: at the top dose activity change, negative = inhibition, hits mostly inhibitors; O75164; AlphaScreen JMJD2A-Tudor / H3K4me3 peptide binding; further: on the % scale 0 is the no-effect control and ±100 the full control effect; nearly all actives have a fitted effect of over 50% in size
# GLS inh = glutaminase GLS (human) inhibition; GLS enzymatic activity, qHTS titration; O94925; Potency, µM (highest dose often 45.5 µM), inactives show at the highest dose activity change, negative = inhibition, most hits filed as inhibitors; 410,000 tested, 0.21% active; AID 624170; further: on the % scale 0 is the no-effect control and ±100 the full control effect
#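 hKGA; 45 mM KH2PO4 pH 8.2 + 0.02% Tween-20; cpd via pin tool; 1 mM Gln soln; GluOx/HRP/Amplex Red; RT 30 min; fluor. t0 & final.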
# POLI inh = inhibitors of human DNA polymerase iota; Q9UNA4; Pol iota fluorescent replication assay, 10 min; Potency, µM (series often up to 115 µM), without a hit: top-dose activity, negative = inhibition, actives largely listed as inhibitors; 390,000 tested, 1% active
# Target sequence (Q9UNA4 whole entry, looked up): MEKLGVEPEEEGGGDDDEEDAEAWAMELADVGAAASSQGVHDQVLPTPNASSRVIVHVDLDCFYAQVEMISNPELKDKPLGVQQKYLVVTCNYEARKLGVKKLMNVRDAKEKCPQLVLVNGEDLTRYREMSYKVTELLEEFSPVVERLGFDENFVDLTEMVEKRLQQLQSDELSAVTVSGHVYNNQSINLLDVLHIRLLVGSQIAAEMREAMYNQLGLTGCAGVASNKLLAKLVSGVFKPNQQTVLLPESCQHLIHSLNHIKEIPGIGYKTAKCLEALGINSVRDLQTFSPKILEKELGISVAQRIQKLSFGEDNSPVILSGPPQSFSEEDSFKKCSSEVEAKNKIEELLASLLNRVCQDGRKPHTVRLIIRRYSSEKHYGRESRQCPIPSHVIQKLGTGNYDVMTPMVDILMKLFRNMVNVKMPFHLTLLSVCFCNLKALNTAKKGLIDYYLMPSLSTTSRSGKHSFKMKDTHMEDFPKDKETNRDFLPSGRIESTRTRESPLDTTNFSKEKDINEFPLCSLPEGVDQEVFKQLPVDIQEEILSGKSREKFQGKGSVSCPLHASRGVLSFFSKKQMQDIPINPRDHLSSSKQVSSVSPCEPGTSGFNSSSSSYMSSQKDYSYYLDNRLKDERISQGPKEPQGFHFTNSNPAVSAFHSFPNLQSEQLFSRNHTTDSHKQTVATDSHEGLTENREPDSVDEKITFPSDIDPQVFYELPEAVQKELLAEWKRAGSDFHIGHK
#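 Fluorescent replication assay read twice, at 0 min and 10 min after adding 50 nM (final) substrate. Enzyme (10 nM) and compounds were first incubated 15 min at room temperature; enzyme-free buffer wells were negative controls.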
# Starred values were filed as active, the others as inactive; i = inactive; u = inconclusive; x = no result given; & = joins results of further samples; [ ] = remark or other dose. Unless noted, the call rests on the fitted dose curve; in most records, active means well fitted curve in the direction sought with a large enough effect; inconclusive means small, poorly fitted or top-dose-only effect, or another doubt; inactive means no such curve, though single readings can be large; an effect the other way counts as inactive or inconclusive. Potency means the concentration at half of the fitted maximal effect. A portion of the library. The share of hits here may be higher or lower than overall.
canonical_smiles,BLM helicase inh,Pin1 inh,G9a block,PGK inhibitor,HP1b binding inh,BAZ2B block,JMJD2A Tudor inh,GLS inh,POLI inh
COc1ccccc1NC(=O)C1CCCN(S(=O)(=O)c2cnc[nH]2)C1 (centres undefined),0%,6%,-12%,-4%,43%[activator],-6%,-21%,-3%,6%
Cc1ccc(NC(=O)CNCc2ccccc2Cl)cc1S(=O)(=O)N(C)C,-1%,-2%,-12%,i,32µM*,50µM*,3.2µM*,-8%,171%[activator]
CCC(C)Sc1cccc(-c2nc3ccc(C)cn3c2NC2CCCCC2)c1 (centres undefined),x,5%,-32%[2.33 µM],-1%,21%,u,u,-7%&-20%,-9%
Cc1ccc(C(=O)COC(=O)CCc2nc3ccccc3[nH]c2=O)cc1C,-3%,1%,-10%[12.7 µM],-3%,6%,u,-9%,13%,9%
O=C(CCC(=O)N1CCCCC1)Nc1ccc(Cl)c(Cl)c1,-2%,2%,x,-3%,4%,-12%,-10%,0%,7%
CC(NC(=O)c1cccnc1)C(=O)O (centres undefined),-4%,-7%,-1%[59 µM],x,40%,-12%,-14%,0%,-25%
CCCn1c(=O)c(C(=O)Nc2ncccc2O)c(O)c2ccccc21,-6%,-6%,x,-2%,58%[activator],1%,-18%,-24%,93%[activator]
Cc1cc(C)nc(N2CCCC(C(=O)NCc3ccccc3F)C2)n1 (centres undefined),-4%,-3%,15%,-2%,30%,u,-12%,1%,33%[activator]
NC(=O)c1ccccc1OCCOc1ccc(Br)cc1,-2%,4%,-13%,-7%,34%,1%,-11%,-1%,-6%
CCOc1ccc2nc(N/C(N)=N/C(=S)Nc3cccc(OC)c3)nc(C)c2c1,4%,16%,u,0%,24%,-22%,-28%,12%,-16%

# Next records:
canonical_smiles,BLM helicase inh,Pin1 inh,G9a block,PGK inhibitor,HP1b binding inh,BAZ2B block,JMJD2A Tudor inh,GLS inh,POLI inh
CC(C)(C)OC(=O)C[C@H]1C/C=C\C[C@@H](CC(=O)N[C@@H](CO)Cc2ccccc2)C(=O)NC[C@@H](c2ccccc2)OC1=O,x,-2%,x,-9%,24%,x,-16%,-1%,25%
COc1ccc(NC2SC(=O)N(CC(=O)O)C2=O)cc1 (centres undefined),-4%,-3%,40µM*,3%,8%,-28%,79µM*,-2%,22%
CS(=O)(=O)c1ccc(-n2c(=O)n(Cc3ccccc3)c(=O)c3[nH]cnc32)cc1,-5%,-5%,-4%,x,55%[activator],-5%,2%,-11%,6%
O=C(NCc1ccccc1Cl)C(=O)NCC1CCCN1S(=O)(=O)c1cccs1 (centres undefined),x,16%,1%,-9%,9%,9%,-23%,0%,14%
NC(=O)C1(N2CCCCC2)CCN(C(=O)c2ccc(-n3cnnn3)cc2)CC1,-2%,1%,x,3%,-9%,-11%,-21%[11.4 µM],40%[activator],1%
CCc1cn(C2CC(O)C(CO)O2)c(=O)[nH]c1=O (centres undefined),x,4%,u,8%,37%,-2%,1%,-2%,23%
COc1ccccc1NC(=O)C1=C(C)NC(=O)NC1c1cccc(OC)c1OC (centres undefined),-3%,7%,-7%[59 µM],3%,20%,14%,-3%,13%,4%
Cc1ccc(OCC(=O)NCCCNC(=O)c2cccnc2)cc1C,1%,4%,28%,-16%,9%,-2%,-10%,-3%,-14%
CN(C)NC(=S)NC1CC2CCC1C2 (centres undefined),0%,u,3%,-1%,24%,-29%,-19%,8%,12%
CC(C)(C)OC(=O)N1CCC2(CC1)C(C#N)=C(N)OC1=C2C(=O)CCC1,-5%,3%,2%,3%,36%,-16%,1%,5%,-12%

# (more compounds)
canonical_smiles,BLM helicase inh,Pin1 inh,G9a block,PGK inhibitor,HP1b binding inh,BAZ2B block,JMJD2A Tudor inh,GLS inh,POLI inh
Oc1ccc(-n2nnnc2SCc2c(F)cccc2Cl)cc1,-7%,1%,6%,4%,21%,u,-8%,4%,u
CCn1c2ccccc2c2cc(NC(=O)CSc3nnc(C4CC4)n3Cc3ccco3)ccc21,0%,8%,10µM*,6%,3%,-8%,-32%,14%,3%
N#CCCn1cc(/C=N/O)c(-c2cccc([N+](=O)[O-])c2)n1,-4%,1%,1%,26%,23%,-13%,-15%,2%,100%[activator]
COc1ccc(C(=O)COC(=O)CCCC(=O)Nc2cc(C(F)(F)F)ccc2Cl)cc1,-9%,-4%,3%[59 µM],-1%,29%,3%,17%,-2%,16%
O=[N+]([O-])/C(C(=C(Cl)Cl)N1CCOCC1)=C1\NCCO1,-1%,0%,x,-13%,49%[activator],u,-1%,3%,117%[activator]
O=S(=O)(Cc1ccc(Cl)cc1)CC(O)COCc1ccccc1 (centres undefined),0%,0%,25%[12.7 µM],-1%,17%,-4%,-20%,8%,46%[activator]
CCOc1ccc(OCC(=O)OCC(=O)N2CCN(C(=O)c3ccco3)CC2)cc1,x,u,32µM*,-17%,4%,-4%,-12%,1%,u
CCN1CCN(CC(=O)Nc2ccc(C)cc2C)C(=O)C1=O,-6%,-2%,-4%,-1%,41%[activator],9%,-3%,1%,14%
COc1ccccc1NS(=O)(=O)c1cc2c3c(c1)CCN3C(=O)CC2,x,4%,-33%,3%,30%,13%,-7%,-1%,15%
O=C(COC(=O)c1ccccc1NC(=O)c1ccco1)Nc1ccc2c(c1)OCO2,-4%,17%,-46%[59 µM],8%,u,-30%,-10%,8%,u

# Structural class: the entries above with an NH in an aromatic ring
canonical_smiles,BLM helicase inh,Pin1 inh,G9a block,PGK inhibitor,HP1b binding inh,BAZ2B block,JMJD2A Tudor inh,GLS inh,POLI inh
COc1ccccc1NC(=O)C1CCCN(S(=O)(=O)c2cnc[nH]2)C1 (centres undefined),0%,6%,-12%,-4%,43%[activator],-6%,-21%,-3%,6%
Cc1ccc(C(=O)COC(=O)CCc2nc3ccccc3[nH]c2=O)cc1C,-3%,1%,-10%[12.7 µM],-3%,6%,u,-9%,13%,9%
CS(=O)(=O)c1ccc(-n2c(=O)n(Cc3ccccc3)c(=O)c3[nH]cnc32)cc1,-5%,-5%,-4%,x,55%[activator],-5%,2%,-11%,6%
CCc1cn(C2CC(O)C(CO)O2)c(=O)[nH]c1=O (centres undefined),x,4%,u,8%,37%,-2%,1%,-2%,23%

# The list goes on.
canonical_smiles,BLM helicase inh,Pin1 inh,G9a block,PGK inhibitor,HP1b binding inh,BAZ2B block,JMJD2A Tudor inh,GLS inh,POLI inh
CC(=O)N(C)c1ccc(NS(=O)(=O)c2cccc3nsnc23)cc1,-1%,2%,x,-7%,43%[activator],-9%,-10%,0%,102%[activator]
COc1ccc(Cl)cc1CSc1n[nH]c(C)n1,2%,-7%,17%[2.33 µM],3%,21%,8%,-9%,-2%,16%
OCCSc1nc(-c2ccccc2)nc2ccc(F)cc12,-3%,-5%,-3%,x,57%[activator],-11%,12%,6%,79µM*
Cc1cc(/C=C2/SC(=O)N(CC(=O)N3CCCC3)C2=O)ccc1N1CCOCC1,2%,47%[activator],-35%,1%,12%,2%,-10%,-10%,123%[activator]
CCOc1ccc(S(=O)(=O)Nc2cccc(C(=O)N3CC(C)OC(C)C3)c2)cc1 (centres undefined),x,-2%,1%,-3%,13%,0%,-11%,4%,8%
CCOC(=O)/C(=N\Nc1cccc(C(F)(F)F)c1)N1CCOCC1,9%,2%,u,-2%,38%,u,-11%,24%,-1%
COc1ccc(C(CNC(=O)CNC(=O)c2ccc(F)cc2)N2CCCC2)cc1 (centres undefined),x,1%,19%[12.7 µM],-2%,31%,4%,-2%,5%,6%
COc1ccccc1C(=O)NC(=O)Nc1c(C)cc(C)cc1C,-6%,-1%,8%,-1%,36%[activator],1%,-6%,-3%,11%
COc1ccccc1NC(=O)COc1ccc(/C=N/NC(=O)CSCc2ccc(Cl)cc2)cc1,-5%,3%,x,8%,-7%,-6%,-16%,13%,16%
O=C(NCC1CC1)c1ccc2c3n(nc2c1)-c1ccccc1CO3,1%,0%,8%[59 µM],u,19%,-15%,-23%,16%,13%

# The results go on.
canonical_smiles,BLM helicase inh,Pin1 inh,G9a block,PGK inhibitor,HP1b binding inh,BAZ2B block,JMJD2A Tudor inh,GLS inh,POLI inh
CNC(=O)NC(=O)COc1c(F)c(F)cc(F)c1F,-1%,-14%,3%,-6%,25%,0%,-10%,0%,1%
CC(C)c1ccc(N2C=Nc3ccc(C(C)C)cc3C2)cc1,-13%,-2%,2%,9%,7%,-27%,-11%,3%,-4%[58.9 µM]
CCSc1nnc(NC(=O)C2Cc3ccccc3CN2S(=O)(=O)CC)s1 (centres undefined),-25%,5%,-8%[59 µM],-13%,8%,-33%,-30%,50%[activator],u
CN(CC(=O)Nc1ccccc1Cl)C(=O)c1ccc(N2CCCCCC2)c([N+](=O)[O-])c1,x,-4%,u,0%,10%,u,u,-5%,18%

# Compound profiles, as listed above. Screens in order: BLM helicase inh | Pin1 inh | G9a block | PGK inhibitor | HP1b binding inh | BAZ2B block | JMJD2A Tudor inh | GLS inh | POLI inh
# CN(CC(=O)Nc1ccccc1Cl)C(=O)c1ccc(N2CCCCCC2)c([N+](=O)[O-])c1 in the list: x | -4% | u | 0% | 10% | u | u | -5% | 18%
# CC(C)c1ccc(N2C=Nc3ccc(C(C)C)cc3C2)cc1 in the list: -13% | -2% | 2% | 9% | 7% | -27% | -11% | 3% | -4%[58.9 µM]
# CCSc1nnc(NC(=O)C2Cc3ccccc3CN2S(=O)(=O)CC)s1 (centres undefined) in the list: -25% | 5% | -8%[59 µM] | -13% | 8% | -33% | -30% | 50%[activator] | u
